LYPLA1 counter: blocks human lysophospholipase 1, a PME1 counter-screen; recombinant LYPLA1, FP-Rh probe fluorescence polarization; inhibition, % at 5.9 µM; 320,000 compounds, 0.16% hits; AID 2174;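 active = inhibition above the mean of all tested compounds plus 3 SD, set per campaign, cut at about 14% in these data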;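 note: inhibitors block serine hydrolase probe labeling of LYPLA1 so polarization falls; 0% = enzyme with DMSO and 100% = wells lacking LYPLA1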
PAFAH1B2 FP inh: inhibitors of human PAFAH1B2; P68402; recombinant PAFAH1B2, FP-rhodamine activity probe, fluorescence polarization; inhibition, % at 3.39 µM; 340,000 compounds, 1.2% hits; AID 492953;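 active = inhibition above the mean of all tested compounds plus 3 SD, cut at about 24% in these data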;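 note: 0% = enzyme with DMSO and 100% = wells lacking PAFAH1B2; many of its hits are not listed in these tables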
PAFAH2 inh: inhibitors of human PAFAH2. inhibition, % at 3.39 µM. Q99487. 340,000 compounds, 0.99% hits. AID 492956. recombinant PAFAH2, FP-rhodamine activity probe, fluorescence polarization;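 active = inhibition above the mean over all tested compounds plus 3 SD, cut at about 30% in these data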;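 note: inhibitors block probe labeling of enzyme so polarization drops; 0% = enzyme with DMSO and 100% = wells lacking PAFAH2 protein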
PAFAH1B3 FP inh: inhibitors of human PAFAH1B3; Q15102; recombinant PAFAH1B3, FP-rhodamine probe, fluorescence polarization; inhibition, % at 3.39 µM; 340,000 compounds, 0.28% hits; AID 492972;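 active = inhibition above the screen-wide average of all tested compounds plus 3 SD, cut at about 25% in these data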;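 note: 0% = enzyme with DMSO only and 100% = wells lacking PAFAH1B3 protein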
Target sequence (Q15102 whole entry, looked up): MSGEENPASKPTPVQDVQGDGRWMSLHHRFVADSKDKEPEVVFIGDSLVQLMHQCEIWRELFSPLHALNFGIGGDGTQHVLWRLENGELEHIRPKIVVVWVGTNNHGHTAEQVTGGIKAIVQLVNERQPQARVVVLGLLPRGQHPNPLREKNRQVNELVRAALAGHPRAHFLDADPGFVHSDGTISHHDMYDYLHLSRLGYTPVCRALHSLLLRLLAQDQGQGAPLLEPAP
PAD4 inh: inhibitors of human PAD4; Q9UM07; recombinant PAD4, RCA probe fluorescence polarization; inhibition, % at 6.36 µM; 330,000 compounds, 0.41% hits; AID 485272;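 active = percent inhibition above a cutoff equal to the mean of all tested compounds plus 3 SD, cut at about 15% in these data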;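 note: 0% = PAD4 with RCA probe and DMSO and 100% = probe without PAD4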
Target sequence (Q9UM07 whole entry, looked up): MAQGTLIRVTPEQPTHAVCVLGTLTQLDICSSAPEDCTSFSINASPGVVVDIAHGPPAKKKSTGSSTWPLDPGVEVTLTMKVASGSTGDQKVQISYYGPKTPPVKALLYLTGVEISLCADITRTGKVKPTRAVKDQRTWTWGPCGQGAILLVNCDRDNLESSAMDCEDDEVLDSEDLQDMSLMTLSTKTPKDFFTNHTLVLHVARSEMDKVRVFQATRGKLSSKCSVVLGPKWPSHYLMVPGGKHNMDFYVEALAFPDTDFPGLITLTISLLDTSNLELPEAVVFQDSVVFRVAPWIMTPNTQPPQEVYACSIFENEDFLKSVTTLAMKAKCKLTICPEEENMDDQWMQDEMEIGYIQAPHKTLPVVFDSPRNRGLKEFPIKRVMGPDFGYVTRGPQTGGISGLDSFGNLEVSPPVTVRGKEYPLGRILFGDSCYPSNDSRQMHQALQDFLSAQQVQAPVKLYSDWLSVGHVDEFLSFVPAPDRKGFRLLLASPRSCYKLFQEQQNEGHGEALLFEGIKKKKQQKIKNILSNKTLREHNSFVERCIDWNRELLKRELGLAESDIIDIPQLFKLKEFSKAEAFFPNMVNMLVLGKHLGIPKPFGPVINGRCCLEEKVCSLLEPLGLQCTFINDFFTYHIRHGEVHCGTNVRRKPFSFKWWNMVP
pPAFAH FP inh: inhibitors of human plasma PAF acetylhydrolase (pPAFAH) | 330,000 compounds, 1.5% hits | inhibition, % at 3.39 µM | AID 463082 | recombinant pPAFAH, FP-rhodamine probe fluorescence polarization;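 active = inhibition above the mean inhibition across the screen plus 3 SD, cut at about 25% in these data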;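 note: inhibitors block binding of the rhodamine activity-based probe so polarization drops; 0% = enzyme with DMSO and 100% = wells lacking pPAFAH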
PME-1 primary: blocks human protein phosphatase methylesterase 1; inhibition, % at 5.9 µM; Q9Y570; recombinant PME-1, FP-Rh probe fluorescence polarization; 320,000 compounds, 0.53% hits;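 active = inhibition above the campaign mean of all compounds plus 3 SD, cut at about 26% in these data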;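 note: competitive labeling of PME-1 active site by serine hydrolase directed probe; 0% = PME-1 with DMSO and 100% = wells lacking PME-1 enzyme; inhibitors block probe labeling so polarization falls and inhibition rises; many of its hits are not listed in these tables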
GSTO1 counter: GSTO1 inhibition, counter-screen for RBBP9 inhibitors | AID 1974 | 300,000 compounds, 1.1% hits | inhibition, % at 5.96 µM | recombinant GSTO1, activity-based probe fluorescence polarization | P78417;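 active = inhibition above the campaign mean inhibition plus 3 SD, cut at about 35% in these data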;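 note: 0% = GSTO1-1 with DMSO and 100% = wells lacking GSTO1-1 enzyme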
Fam108B inh: blocks mouse Fam108B hydrolase in RBBP9 counter-screen | recombinant Fam108B, FP-Rh probe fluorescence polarization | inhibition, % at 9.51 µM | 300,000 compounds, 0.33% hits;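 active = inhibition above the screen mean inhibition plus 3 SD, computed separately per campaign, cut at about 18% in these data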;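 note: inhibitors lower polarization as less probe binds the enzyme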
* = called active by the depositor; · = not tested or not shown. The list is partial (hit frequency here may not be typical).

SMILES	LYPLA1 counter	PAFAH1B2 FP inh	PAFAH2 inh	PAFAH1B3 FP inh	PAD4 inh	pPAFAH FP inh	PME-1 primary	GSTO1 counter	Fam108B inh
CS(=O)(=O)N(CC(=O)N1CCCCCC1)c1cccc([N+](=O)[O-])c1	3	6	5	4	-2	2	0	6	2
Cc1ccc(NC2SC(=O)N(Cc3cccc(C(=O)O)c3)C2=O)cc1 (stereo not drawn)	-1	1	-1	0	-2	-2	0	2	2
Cc1ccc(-n2nnnc2-c2cnn(-c3cccc(F)c3)c2C(F)(F)F)cc1	2	1	-4	-7	-2	4	9	0	3
CCCCNC(=O)c1cccc(S(=O)(=O)N2CC3(C)CC2CC(C)(C)C3)c1 (stereo not drawn)	-3	36*	8	1	-3	2	0	·	·
O=C(N/N=C/c1cccc(C(F)(F)F)c1)c1ccccc1O	1	5	3	0	1	2	-3	-4	0
O=C(COc1ccc(Br)cc1)N/N=C1/SCC(=O)N1Cc1ccco1	-1	9	6	3	-4	6	-3	-2	6
CCCCN1C(=O)C(NC(=O)CC(C)C)(C(F)(F)F)C2=C1CC(C)(C)CC2=O (stereo not drawn)	3	4	4	6	1	2	-4	6	0
COc1ccc2c(c1)c(N=NC(N)=S)c(O)n2CC(=O)c1ccccc1	-1	3	-1	7	-1	2	-3	5	3
Cc1nc(C(=O)Nc2cccc(Cl)c2Cl)nn1-c1cc(OC(C)C)c(Cl)cc1Cl	1	3	2	14	1	4	-3	3	-4
Cc1cc2nc(/N=C(\N)NC(=O)C(C)C)nc(C)c2cc1C	-2	4	0	0	4	0	-4	9	0
O=C(Nc1nnc(C2CC2)s1)c1cc(-c2ccccc2)nn1-c1ccccc1	0	15	-2	-2	0	5	-6	-4	-6
Cc1cc(NS(=O)(=O)c2ccc(NC(=O)CSc3nc4sc(C)c(C)c4c(=O)[nH]3)cc2)no1	2	1	21	5	8	-3	-4	-24	-3
Cc1ccc(C(=O)CSc2ccc(-c3ccncc3)nn2)cc1	1	3	-7	-3	0	2	0	-2	1
CC(=O)C12OC1CC1C3CCC4=CC(=O)CCC4(C)C3CCC12C (stereo not drawn)	-1	1	6	2	-4	2	-4	4	-1
CCOC(=O)CN1CC23C=CC(O2)C(C(=O)O)C3C1=O (stereo not drawn)	-3	3	0	5	3	3	4	4	0
O=C1Nc2ccccc2C(=O)N2[C@H](c3ccccc3)[C@@H]3C(=O)N(Cc4ccccc4)C(=O)[C@@H]3[C@H]12	2	2	4	11	-2	-2	2	7	3
O=C(NC(Cc1ccccc1)C(=O)NC(Cc1ccccc1)C(=O)O)c1ccccc1 (stereo not drawn)	-2	3	-5	6	0	-1	-1	-2	10
O=C(N/N=C/c1cccs1)c1cc(C2CC2)nc2ccccc12	0	8	-4	5	-3	3	-5	-2	1
COc1cccc(C2=NNC(=NCc3ccccc3)SC2)c1	0	2	-3	5	2	10	-4	2	-4
CCOC(=O)c1c(NC(=O)Nc2ccc(C)cc2)sc2c1CCN(C)C2	2	·	·	·	-1	2	-1	0	-8
CCOc1ccc2c(C)c(C)c(=O)oc2c1OCC	0	-3	-1	5	5	4	-5	-1	-3
CC1=C(C(=O)Nc2cc(-c3cccc(F)c3)[nH]n2)C2(CCCCC2)OC1=O	-2	4	7	5	-12	-2	5	5	-2
Cc1ccc(C)c(N2CCN(C(=O)CCS(=O)(=O)c3cccc4nonc34)CC2)c1	-6	8	-1	11	-10	-4	-10	-6	-9
C/C(=N\O)C(=O)NCc1ccccn1	1	1	6	4	-6	1	4	-2	-3
COC(=O)Cc1cc(=O)n2[nH]c(C)c(-c3ccccc3)c2n1	1	3	-11	0	-4	8	-4	9	5
CCOC(=O)c1cc(C(C)(C)C)oc1CNC(=O)c1c(C)oc2c1CCCC2	1	3	4	-2	5	9	-2	-4	-6
CCc1ccccc1NC(=O)CN(C)Cc1nc(N)nc(Nc2ccccc2C)n1	-1	-4	11	-4	-2	9	10	-1	1
Cc1cc(C(=O)N/N=C/c2cccs2)n[nH]1	1	·	·	·	-5	-2	-4	-1	-1
Cn1ncc2c(Nc3cccc4ccccc34)ncnc21	0	1	-7	-1	2	0	-1	-1	0
c1ccc(-c2nc(-c3ccccn3)no2)cc1	-1	2	4	2	-6	-3	-3	1	-4
CNC(=O)c1sc(SC)cc1-c1ccc(Cl)cc1	5	4	-3	-9	7	6	2	-1	-3
COc1ccc(C(=O)N=c2sc3c(C)ccc(OC)c3n2C)cc1	0	5	-14	4	-1	2	-6	7	-8
O=C(CCNc1ccc(F)c(Cl)c1)c1ccco1	1	-1	15	1	2	6	-1	0	-6
CCOc1ccc(S(=O)(=O)NCC2CCCO2)c2cccnc12 (stereo not drawn)	-3	3	-2	9	5	-2	-2	1	3
Cc1c(N=Cc2cc3c(cc2Cl)OCO3)c(=O)n(-c2ccccc2)n1C	3	1	0	3	0	-1	-3	9	2
O=C(CN1C(=O)NC(c2ccccc2)(c2ccccc2)C1=O)N1CCCCC1	·	0	-2	2	2	0	·	·	·

2 entries drawn at random from those above:
SMILES	LYPLA1 counter	PAFAH1B2 FP inh	PAFAH2 inh	PAFAH1B3 FP inh	PAD4 inh	pPAFAH FP inh	PME-1 primary	GSTO1 counter	Fam108B inh
Cc1cc(NS(=O)(=O)c2ccc(NC(=O)CSc3nc4sc(C)c(C)c4c(=O)[nH]3)cc2)no1	2	1	21	5	8	-3	-4	-24	-3
COc1cccc(C2=NNC(=NCc3ccccc3)SC2)c1	0	2	-3	5	2	10	-4	2	-4

(next part)
SMILES	LYPLA1 counter	PAFAH1B2 FP inh	PAFAH2 inh	PAFAH1B3 FP inh	PAD4 inh	pPAFAH FP inh	PME-1 primary	GSTO1 counter	Fam108B inh
CC(C)N1CC(C(=O)O)CC1=O (stereo not drawn)	0	1	-2	5	0	-4	-1	2	-2
COc1ccc(Oc2c(C)oc3c(CN(C)C)c(O)ccc3c2=O)cc1	2	0	-1	6	-3	0	1	6	-2
Cc1ccc(/C=C/C(=O)NC2CCCCCCC2)o1	2	3	8	6	-5	3	-10	2	-3
COc1cccc(/C=C2\SC(=O)N(CC(=O)NC3C=CS(=O)(=O)C3)C2=O)c1 (stereo not drawn)	-4	1	15	1	4	0	0	4	0
O=C(NCc1ccccc1Cl)c1ccc(CS(=O)Cc2ccc(Cl)cc2)o1 (stereo not drawn)	4	7	-4	-1	-5	14	-1	-2	0
CCOC(=O)CSc1nc(C)c2cc(OC)ccc2n1	-1	4	-1	8	1	-5	-1	-1	4
Cc1nc(SCC(=O)NCc2cccs2)nc(C)c1C	4	3	-2	2	3	6	-6	-15	1
C=CCc1c(C)nc(C)nc1N/N=C/c1ccc(N(C)C)cc1	-1	7	-3	5	2	3	5	-1	-4
O=C(c1ccc(Cl)c(S(=O)(=O)N2CCCCCC2)c1)N1CCOCC1	1	4	11	7	-5	2	-1	-4	0
CCOc1cc(CN2CCN(CCOCCO)CC2)ccc1OC	4	7	-3	3	2	2	-2	-1	2
COc1ccc(N2CCN(Cc3nc(-c4ccc(Cl)cc4Cl)no3)CC2)cc1	1	0	-4	-2	-3	5	5	-2	6
CCS(=O)(=O)N1CCN(S(=O)(=O)c2ccc(S(=O)(=O)NC3CC3)cc2)CC1	-2	-2	-9	2	-1	0	0	-1	0
O=C(Nc1ccc(F)c(Cl)c1)C1CC(=O)N(Cc2ccco2)C1 (stereo not drawn)	-3	0	-3	9	2	4	-1	·	·
CC(C)C[C@H](NC(=O)N1CCn2c1nc1ccccc12)C(=O)NC1CCCCC1	1	8	3	1	7	4	-4	-2	1
COc1ccc(CCN2C(=O)CC(N3CCN(S(=O)(=O)c4ccccc4)CC3)C2=O)cc1 (stereo not drawn)	-4	-9	-3	10	-1	0	1	-11	4
Cc1[nH]c(=O)c(C#N)c(C)c1CCC(=O)NCc1cccc(C(F)(F)F)c1	-3	7	2	-2	-1	7	2	-5	5
CC(C)(C)NC(=O)NC(=O)CSc1ccc(S(=O)(=O)N2CCOCC2)cn1	3	15	0	-2	-3	-5	-3	·	·
CCOc1ccc(C2C(C(=O)/C=C/c3ccco3)=C(O)C(=O)N2CCN2CCOCC2)cc1OC (stereo not drawn)	-5	1	-3	2	-3	4	-8	38*	-2
O=C(NN1C(=O)NC2(CCCCC2)C1=O)c1cc2cc(Cl)ccc2o1	·	5	6	10	-1	-1	·	·	·
CCN(CC)C(=O)CSc1nnc2c3ccccc3n(C)c2n1	4	9	2	5	2	1	7	-1	-3
NC(=O)c1cc(S(=O)(=O)NCCc2ccccc2)cs1	-1	9	-2	5	0	2	-5	16	1
Cc1cccc2sc(NC(=O)CSc3nc4ccccc4o3)nc12	-8	3	-6	0	4	-2	-7	-1	-5
Cc1nc(SCC(=O)Nc2nc3ccccc3s2)n[nH]1	6	1	5	1	1	2	8	0	2
CCOC(=O)CC(NS(=O)(=O)c1ccc(NC(C)=O)cc1)c1ccc(OCC)cc1 (stereo not drawn)	3	-5	-3	0	-3	10	3	12	7
COCCCNC(=O)C1CCN(c2ccc(N3CCOCC3)nn2)CC1	1	-1	0	2	-1	2	7	-5	2
CC(=O)c1ccc(N2CCN(Cc3nc(Cc4ccccc4)no3)CC2)cc1	5	1	-13	7	3	5	-5	10	2
CCN(CC(=O)Nc1ccc(NC(C)=O)cc1)C(=O)CCCOc1cccc(C)c1	-2	6	-1	13	-3	7	-5	0	0
CCOC(=O)C1=C(C)N(CCCCCC(=O)O)C(=O)NC1c1ccc([N+](=O)[O-])cc1 (stereo not drawn)	-5	2	5	6	3	5	-4	7	3
Cc1cc(O)c(C(C[N+](=O)[O-])c2ccc(Cl)cc2)c(=O)o1 (stereo not drawn)	-1	8	-9	4	3	8	-5	-3	7
Cc1cccc(NC(=O)[C@H](C)NC(=O)[C@@H]2Cc3ccccc3CN2C(=O)OC(C)(C)C)c1	1	6	1	0	1	3	0	1	-1
CCCCn1c(N)c(N(CC)C(=O)c2cccs2)c(=O)[nH]c1=O	·	2	1	-3	0	2	·	·	·
CCC(C(=O)N1CCN(c2ccccn2)CC1)n1nc(C)n2c(cc3occc32)c1=O (stereo not drawn)	-2	-1	-7	2	0	2	-4	0	-3
CCC1CCCCN1C(=O)c1cc(-c2ccc(Cl)c(Cl)c2)on1 (stereo not drawn)	-3	3	-4	-5	-1	6	-3	-1	4
O=C(Nc1ccc(Cc2ccncc2)cc1)c1ccc(Br)o1	-2	4	-2	5	-3	-1	-1	-11	-5
S=c1nc(C2CCCCC2)n(-c2ccccc2)[nH]1	-2	4	5	1	3	-10	-8	-8	-4
O=c1[nH]c(C2CCN(S(=O)(=O)c3cccc([N+](=O)[O-])c3)CC2)nc2c1nnn2Cc1ccccc1	0	2	0	7	-4	5	9	5	3
COc1ccc(NC(=O)COc2ccc3c(c2)CCC3)cc1	-3	5	0	4	-3	2	-26	-5	7
COc1ccc([C@@H]2[C@@H]3C(=O)N(C(C)(C)C)C(=O)[C@@H]3[C@]3(Cc4ccc(Cl)cc4)C(=O)N(c4cccc(F)c4)C(=O)N23)cc1	-2	5	-2	-1	-3	4	2	-3	-4
Nc1ccc([N+](=O)[O-])cc1C(=O)NNC(=O)c1ccco1	2	0	-1	4	3	-2	3	12	1
O=S(=O)(Nc1ccc(Cl)cc1)c1ccc(N2CCOCC2)c(NC(=S)NCCN2CCOCC2)c1	1	-1	7	2	-3	58*	2	-6	0
c1ccc2c(c1)nc(NCC1CCCO1)c1nnnn12 (stereo not drawn)	1	-1	-3	-5	0	11	6	3	1
CCOc1ccc(CC(=NCCc2ccccc2)C2=C(O)CC(C)(C)CC2=O)cc1OCC	-3	4	2	6	1	-1	5	3	2

Screens as filed in PubChem.
